KCNH2 3.1 block = KCNH2 3.1 (human) potassium channel inhibition. U2OS KCNH2 3.1, thallium flux FluxOr; stronger effect = lower value. activity change, % (tested at about 1.8 µM). 340,000 tested, 0.95% active;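 active = maximum activity change below -70%; inconclusive = maximum activity change from -70% to -50%; inactive = maximum activity change above -50%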;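 note: thallium influx rate constant from kinetic fluorescence after stimulation buffer; % is set by controls: 0 for no effect and ±100 for the full control effect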
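Thallium flux read-out: FluxOr dye with Red40 quencher in HBSS/HEPES, 45 min at RT. Rate constants from kinetic reads were normalized to positive and negative DMSO controls. Cells: U2OS virally expressing the 3.1 isoform.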
USP2a block = inhibitors of human ubiquitin-specific protease USP2a | O75604 | USP2 core, Ub-CHOP2 coupled fluorogenic reporter, 485/531 | Potency, µM (series often up to 38.3 µM), without a hit: top-dose activity change, negative = inhibition, hits mostly inhibitors | 330,000 tested, 0.01% active;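 note: potency is the fitted concentration of half-maximal effect; plate controls were DMSO wells for no effect and full inhibition by NEM control for full effect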
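Deubiquitinase activity read as fluorescence (485/531 nm) after Ub-CHOP2 cleavage activates the enterokinase reporter on its substrate; USP2 core 10nM, Ub-CHOP2 and substrate 25nM each, 30min compound preincubation then 60min RT; data normalized to NEM, curves fitted.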
AT treatment = candidate therapy for ataxia-telangiectasia; […] A-T fibroblasts, KAP-1 phosphorylation AlphaLISA; neocarzinostatin DNA damage 30 min before lysis; Potency, µM (titrated, usually from 57.5 µM), for inactives: at the highest dose activation, actives largely listed as activators; 320,000 tested, 0.19% active; note: potency is the fitted concentration of half-maximal effect; % of control where 0% means no effect; nearly all actives have a fitted effect of over 45% in size
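hTERT-immortalized A-T patient fibroblasts ([…]), 500 cells/well in OPTI-MEM, 1% FBS, got compounds for 60 min, then NCS for 30 min at 37C. Lysates were then assayed for phospho-KAP-1 by AlphaLISA (anti-pKAP1 donor, anti-KAP1 acceptor beads), 6 hr at 25C.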
Eya2 phos inh = Eya2 (human) phosphatase inhibition | 330,000 tested, 0.006% active | Potency, µM (highest dose often 76.9 µM), without a hit: top-dose activity, negative = inhibition, actives largely listed as inhibitors | recombinant Eya2, OMFP fluorescence dephosphorylation (OMFP is methylfluorescein phosphate) | O00167; note: potency is the fitted concentration of half-maximal effect; % is set by controls: 0 for no effect and ±100 for the full control effect
Target sequence (O00167 whole entry, looked up): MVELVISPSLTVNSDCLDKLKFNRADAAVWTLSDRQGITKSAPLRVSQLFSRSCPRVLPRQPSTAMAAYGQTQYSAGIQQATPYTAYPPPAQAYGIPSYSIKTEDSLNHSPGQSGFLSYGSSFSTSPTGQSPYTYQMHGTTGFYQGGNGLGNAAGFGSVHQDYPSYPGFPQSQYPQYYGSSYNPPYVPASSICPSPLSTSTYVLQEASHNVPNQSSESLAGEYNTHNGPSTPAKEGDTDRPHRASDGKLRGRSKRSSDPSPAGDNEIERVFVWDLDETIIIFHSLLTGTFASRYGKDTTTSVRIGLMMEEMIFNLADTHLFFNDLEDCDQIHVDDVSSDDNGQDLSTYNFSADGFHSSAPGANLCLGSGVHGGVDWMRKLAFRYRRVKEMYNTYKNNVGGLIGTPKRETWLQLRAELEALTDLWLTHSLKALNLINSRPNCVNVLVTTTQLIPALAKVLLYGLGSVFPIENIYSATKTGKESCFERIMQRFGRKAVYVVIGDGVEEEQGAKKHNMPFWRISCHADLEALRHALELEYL
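Eya2 protein (added as 0.2 uM solution) was preincubated with compound for 10 min at ambient temperature in 50 mM HEPES pH 7.5, 50 mM NaCl, 5 uM MgCl2, 0.05% BSA, 1 mM DTT. OMFP (added at 50 uM) then reacted 10 min; fluorescence read at 485/525 nm.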
TSHR antag = human thyrotropin receptor antagonism. P16473. 330,000 tested, 0.2% active. activity change, negative = inhibition, % at 11.5 µM. TSHR-expressing cells, TSH-stimulated cAMP HTRF, 2 h; stronger effect = lower value. AID 504810;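 active = activity change below a set negative limit, meaning inhibition stronger than a set level, cut at about -70% in these data; inconclusive = activity change between two set negative limits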; note: % is set by controls: 0 for no effect and ±100 for the full control effect
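Competitive HTRF cAMP read-out (cryptate anti-cAMP antibody, cAMP-d2; 30 min, room temperature) in freshly harvested TSHR cells. Compounds added before TSH at EC80 (4nM final), followed by 2 hours' incubation at 37 deg C.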
ELG1 DNA repair = blocks ELG1-dependent DNA repair in HEK293T cells. HEK293T ELG1-luciferase reporter, luminescence, 16 h; DNA damage induced by 5-fluorouridine. Potency, µM (highest dose often 46.1 µM), for the others: at the highest dose activity change, negative = inhibition, hits mostly inhibitors. 330,000 tested, 2.3% active; note: potency is the fitted concentration of half-maximal effect; % is set by controls: 0 for no effect and ±100 for the full control effect; nearly all actives have a fitted effect of over 55% in size
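Reporter activity after DNA damage by 5-fluorouridine is monitored. Compound-treated cells incubate 16 hr at 37 °C, then ONE-Glo is added for 30 min before luminescence reading.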
Mito fusion act = blocks mitochondrial division or promotes mitochondrial fusion; S. cerevisiae fusion-defective mutant growth rescue, CellTiterGlo 48 h; Potency, µM (titrated, usually from 46.1 µM), for the others: at the top dose growth rescue (activation), actives largely listed as activators; 320,000 tested, 0.23% active;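 note: potency is the fitted concentration of half-maximal effect; % of control where 0% means no effect; nearly all actives have a fitted effect of over 45% in size; temperature-sensitive fusion mutants such as fzo1-1 at 37 °C on non-fermentable ethanol glycerol medium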
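Yeast fusion mutant, YPEG (non-fermentable carbon), compound, 48 h at 37C non-permissive; CellTiterGlo added, 10 min RT, luminescence read. Rescued growth = division inhibition.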
TRPV1 agonist = activates the human vanilloid receptor TRPV1 | activation, % at 8.33 µM | 320,000 tested, 0.19% active | AID 540275 | Q8NER1 | TRPV1-expressing cells, Fluo-8 calcium influx, agonist mode; in the data active = activation above about 80%; inconclusive = between about 30% and that limit; note: 0% is about no effect
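Fluo-8 calcium influx in TRPV1-expressing cells, kinetic read (ex 480/em 520 nm). Compound added and read 3 min for agonist activity, followed by capsaicin at EC20 final and 2 min further read for enhancement.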
TCR act = T cell receptor activation; primary human leukocytes, anti-CD3, IL-2 HTRF, 48 h; Potency, µM (titrated, usually from 9.22 µM), for inactives: top-dose activation of IL-2 secretion, usual class: activators; 330,000 tested, under 10 active; note: % of control where 0% means no effect
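HTRF read-out of IL-2 secretion: europium cryptate donor excited at 320nm, d2 acceptor emission at 665nm. Cells were primary human leukocytes incubated 48 hr with compounds and a-CD3 beads, supplying TCR signal only.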
hERG WT inh = inhibitors of human wildtype KCNH2 potassium channel | U2OS, BacMam KCNH2, thallium flux FluxOr; stronger effect = lower value | 340,000 tested, 0.37% active | AID 720551 | activity change, % at 1.84 µM | Q12809;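 active = maximum activity change below -70%; inconclusive = maximum activity change between -70% and -50%; inactive = maximum activity change above -50%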; note: % is set by controls: 0 for no effect and ±100 for the full control effect
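U2OS cells transduced with wild-type KCNH2 virus are loaded with FluxOr dye for 45 min, and thallium flux is measured in kinetic reads before and after stimulation buffer. Rate constants are normalized to DMSO controls.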
* = called active by the depositor; ? = inconclusive; / = not tested or not shown; [ ] = dose if it differs, or a comment. Unless noted, calls come from the whole dose curve; as a rule, active = well fitted curve in the direction sought with a large enough effect; inconclusive = small, poorly fitted or top-dose-only effect, or another doubt; inactive = no such curve, though single readings can be large; an effect the other way counts as inactive or inconclusive. Some of the compounds tested, so the mix of outcomes need not match the whole.

SMILES	KCNH2 3.1 block	USP2a block	AT treatment	Eya2 phos inh	TSHR antag	ELG1 DNA repair	Mito fusion act	TRPV1 agonist	TCR act	hERG WT inh
CCN1CCN(c2ccc(S(=O)(=O)N3CCCCC3)cc2NC(=O)c2ccc([N+](=O)[O-])s2)CC1	-49	-2%	8%	33%	-3	?	-1%	0	8%	-17
COCP(=O)(c1ccccc1)c1ccccc1	-5	5%	2%	16%	26	2%	-3%	-2	11%	-5
O=C(Cc1ccc(S(=O)(=O)N2CCOCC2)s1)Nc1nc2c(s1)CCCC2	-12	?	-6%	4%	6	-5%	0%	0	3%	7
CN(CC(=O)Nc1cccc(F)c1)C(=O)c1ccc(COc2ccccc2)o1	12	0%	-6%	-45%	-8	4%	-2%	10	-2%	-2
COCCNC(=O)c1onc(CSc2ccc(C)c(C)c2)c1C(=O)O	-1	0%	-8%	12%	1	2%	0%	0	-1%	3
O=S(=O)(Nc1cc(Cl)ccc1-n1cncn1)c1ccccc1Cl	-36	-1%	-22%	4%	-11	-5%	3%	1	-4%	-18
COc1ccc(NC(=O)CSc2nc3ccccc3nc2N2CCOCC2)cc1	14	-1%	17%	6%	6	?	0%	?	0%	-3
N#Cc1c(N)n(CCOC(=O)c2cccc(Br)c2)c2nc3ccccc3nc12	1	/	/	/	/	/	5%	0	4%	-7
CC(C)NC(=O)CSc1nc2ccccc2n1CC(=O)N(C(C)C)C(C)C	-26	0%	-1%	7%	3	-1%	-18%	-2	-2%	0
CC(Oc1ncnc2ccccc12)C(=O)Nc1cccc(S(=O)(=O)N2CCOCC2)c1 (stereo not drawn)	-12	-4%	1%	-5%	11	-3%	2%	1	3%[46.1 µM]	7
O=C(CSc1nc2ccccc2s1)NNC(=S)Nc1ccc(Cl)cc1	0	0%	-4%	-1%	-22	-2%	?	-1	2%[46.1 µM]	5
CCOC(=O)N1CCN(C(=O)c2ccccc2NC(=O)c2ccc(F)cc2)CC1	15	1%	3%	-4%	8	-3%	-4%	-1	-3%[46.1 µM]	-1
CCCCn1c(-c2ccccc2)cnc1SCC(=O)NCCc1ccc(OC)c(OC)c1	-11	-3%	-5%	13%	-4	?	1%	?	6%	-7
CS(=O)(=O)N(CC(=O)N1CCCC1)Cc1ccc(Cl)cc1	1	8%	-5%	7%	5	3%	-4%	-4	-2%[46.1 µM]	-7
COc1cc(CN2CCNC(=O)C2CC(=O)NC2CCCCC2)cc(OC)c1 (stereo not drawn)	12	0%	-14%	-5%	14	5%	4%	-5	13%	9
CCOc1ccc(NC(=O)CN(C)C(=O)c2ccc3[nH]c4c(c3c2)CC(C)CC4)cc1OCC (stereo not drawn)	0	-1%	6%	-7%	-3	?	2%	1	-4%	-1
CC(C)Cn1c(N)c(C(=O)COC(=O)[C@@H]2CCCN2C(=O)c2cccs2)c(=O)n(C)c1=O	-2	1%	0%	-5%	-7	-2%	-2%	-3	11%	9
O=C(CCc1ccccc1)Nc1ccc(S(=O)(=O)N2CCOCC2)cc1	11	3%	30%	-8%	20	2%	1%	?	3%	-10
Cc1ccc(NC(=O)N2CCCC2C(=O)NCCc2ccccc2)cc1 (stereo not drawn)	-1	1%	10%	5%	-15	10%	-1%	0	-4%	4
Cc1cc2c(cc1C)-c1nnc(-c3ccc4ccccc4n3)n1C(C)(C)C2	/	-2%	-3%	18%	1	-12%	-1%	1	/	/
CS(=O)c1nc(-c2ccc(Br)cc2)cc(-c2ccccc2)c1C#N (stereo not drawn)	-13	0%	-6%	3%	-73*	?	?	2	-3%	5
COc1cc(C(=O)NC2CCN(CC(=O)Nc3cccc(C)c3C)CC2)cc(OC)c1OC	6	0%	-9%	5%	-8	-26%	1%	-3	9%	-4
Cc1cc(C)c(NC(=O)CNC(=O)c2ccc3ncsc3c2)c(C)c1	-8	0%	1%	8%	/	0%	/	/	1%	-13
Cc1ccc(NC(=O)CSc2nnc([C@H](C)NC(=O)OC(C)(C)C)o2)c(C)c1	4	1%	?	9%	9	0%	1%	5	2%	-5
OCCC1CN(Cc2ccc3c(c2)CCO3)CCN1C1CCCC1 (stereo not drawn)	6	4%	3%	0%	8	-2%	3%	3	0%	1
Cc1nc(NC(=O)c2ccc(Br)o2)sc1C	5	2%	-5%	7%	-5	?	1%	12	-16%	-13
Cc1cc(C)nc(SCC2COc3ccccc3O2)n1 (stereo not drawn)	6	5%	-8%	8%	-7	?	-2%	4	3%	4
CC[C@@]1(C(=O)OC)N[C@H](CN(C)S(=O)(=O)c2ccccc2)[C@@H]2C(=O)N(C)C(=O)[C@@H]21	1	0%	-2%	-9%	-12	2%	/	/	8%	-32
O=S(=O)(Nc1cccnc1)c1cc(Cl)ccc1Cl	11	1%	-4%	1%	-43	2%	3%	2	-2%	-3
CCOc1ccc(Nc2nc3c(c(=O)[nH]2)CCC3)cc1	17	3%	7%	24%	-10	9%	-2%	0	-1%	-2
O=S(=O)(c1ccccc1)c1cnc(-c2cccnc2)nc1-c1ccc(Cl)c(Cl)c1	-13	-2%	11%	7%	-5	6%	-2%	-3	3%	-11
Cc1cc2cc(CN(CCN3CCOCC3)C(=O)Nc3ccccc3F)c(=O)[nH]c2cc1C	11	1%	14%	-1%	33	?	11%	13	-3%	31
COCCNC(=O)c1cn(C)c2ccc(S(=O)(=O)N(C)C3CCCCC3)cc2c1=O	5	4%	2%	1%	-10	?	-3%	1	1%	-1
COc1ccc(-c2csc(NC(=O)c3ccoc3C)n2)cc1	-10	-1%	0%	3%	-5	?	-1%	15	-2%	-14
NC(=O)C1CCN(c2oc(-c3ccccc3F)nc2S(=O)(=O)c2ccc(Cl)cc2)CC1	-6	1%	-9%	7%	-13	-4%	0%	17	1%	-4
Cc1c(C(=O)N2CCOCC2)c(S(=O)(=O)Nc2ccccc2F)c(C)n1C	17	3%	4%	4%	41	13%	-29%	-2	4%	-11
CCCCNC(=S)N(CCN(CC)CC)Cc1cc2cc3c(cc2[nH]c1=O)OCCO3	8	0%	0%	-15%	10	?	-2%	?	-1%	3
Cc1ccc(NC(=O)CSc2nnc(-c3ccc(S(=O)(=O)N4CCCC4)cc3)o2)cc1C	-7	3%	0%	-2%	-1	-2%	1%	-3	20%	-4
N#C/C(C(=O)N1CCCCC1)=C1\Nc2ccccc2S1	-6	0%	-2%	11%	-14	?	17%	6	-1%	-5
O=C(O[C@@H]1[C@H](Cc2ccccc2)NS(=O)(=O)[C@H]2C[C@@H]3C=C[C@]12O3)c1ccccc1Br	-4	1%	-14%	-4%	6	5%	12%	-5	1%	-15
C(=N\Nc1nc(N2CCCC2)nc(N2CCCC2)n1)/c1cccnc1	/	3%	-2%	1%	-4	4%	-2%	?	2%	-14
O=C(NC1CCCCC1)C1CC(=O)N(Cc2ccccc2)C1 (stereo not drawn)	1	0%	-7%	5%	1	19%	10%	1	14%	0

Quoted at random: four compounds from above, in no set order.
SMILES	KCNH2 3.1 block	USP2a block	AT treatment	Eya2 phos inh	TSHR antag	ELG1 DNA repair	Mito fusion act	TRPV1 agonist	TCR act	hERG WT inh
O=C(NC1CCCCC1)C1CC(=O)N(Cc2ccccc2)C1 (stereo not drawn)	1	0%	-7%	5%	1	19%	10%	1	14%	0
O=C(O[C@@H]1[C@H](Cc2ccccc2)NS(=O)(=O)[C@H]2C[C@@H]3C=C[C@]12O3)c1ccccc1Br	-4	1%	-14%	-4%	6	5%	12%	-5	1%	-15
C(=N\Nc1nc(N2CCCC2)nc(N2CCCC2)n1)/c1cccnc1	/	3%	-2%	1%	-4	4%	-2%	?	2%	-14
Cc1ccc(NC(=O)CSc2nnc(-c3ccc(S(=O)(=O)N4CCCC4)cc3)o2)cc1C	-7	3%	0%	-2%	-1	-2%	1%	-3	20%	-4

Shown as a markdown table: entries from further up
| compound | KCNH2 3.1 block | USP2a block | AT treatment | Eya2 phos inh | TSHR antag | ELG1 DNA repair | Mito fusion act | TRPV1 agonist | TCR act | hERG WT inh |
| --- | --- | --- | --- | --- | --- | --- | --- | --- | --- | --- |
| COc1ccc(-c2csc(NC(=O)c3ccoc3C)n2)cc1 | -10 | -1% | 0% | 3% | -5 | ? | -1% | 15 | -2% | -14 |
| N#C/C(C(=O)N1CCCCC1)=C1\Nc2ccccc2S1 | -6 | 0% | -2% | 11% | -14 | ? | 17% | 6 | -1% | -5 |
| Cc1cc2cc(CN(CCN3CCOCC3)C(=O)Nc3ccccc3F)c(=O)[nH]c2cc1C | 11 | 1% | 14% | -1% | 33 | ? | 11% | 13 | -3% | 31 |
